High-throughput results from PubChem.
APJ ag: activates the human apelin receptor APJ | P35414 | CHO-K1 APJ PathHunter beta-arrestin, luminescence; 0% DMSO wells, 100% apelin | activation, % at 20 µM | 330,000 compounds, 0.11% hits | AID 2520;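 active = activation more than six SD over the plate average, tested at 20 µM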;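 also: 0% = DMSO alone and 100% = apelin-13 at 10 nM; some results filed as inactive read as strong as hits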
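Assay system: CHO-K1 cells stably expressing ProLink-tagged human APJ and arrestin–beta-gal acceptor. Compound dosing: 20 µM single point, 1% DMSO. Times: 16-18 h seeding, 90 min dark compound exposure, 60 min detection. Detection: beta-gal luminescence. Evaluation: APJ–arrestin association signal. Controls: negative DMSO alone, positive Apelin-13 at 10 nM.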
XBP1 UPR activ: activators of adaptive arm of unfolded protein response (XBP1); CHO-XBP1 luciferase reporter, IRE1-XBP1 UPR activation, luminescence; percent of tunicamycin response, DMSO as zero; activation, % at 20 µM; 330,000 compounds, 0.33% hits;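 active = versus positive control, 20 µM dose yields 30% or more activation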;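 also: 100% = tunicamycin at 10 µg/mL and 0% = DMSO only wells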
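incubation = overnight seeding at 37 °C, 6 h compound treatment at 37 °C | assay system = CHO-XBP1 cells stably carrying IRE1-XBP1-driven luciferase reporter | input = 1000 cells per well | detection = luciferase luminescence | dosing = single point, 20 µM final compound, 1% DMSO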
APJ antagonist: blocks the human apelin receptor APJ | P35414 | CHO-K1 APJ beta-arrestin complementation, luminescence | inhibition, % at 20 µM | 330,000 compounds, 0.32% hits;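 active = inhibition above about 40% at 20 µM, limit read from the data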;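 also: cells challenged with 10 nM apelin-13 agonist together with compound; plate controls were apelin-13 plus DMSO wells for no effect and DMSO wells lacking apelin-13 for full effect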
697 NFkB inh: lowers PMA/ionomycin-induced NF-kB signal in 697 B cells. 330,000 compounds, 0.33% hits. AID 435022. 697 B-cell NF-kB luciferase reporter, 16 h. inhibition, % at 4 µM; in the data active = inhibition above about 35%
Mdm2 MdmX PPI: human Mdm2/MdmX binding inhibition | O15151+Q00987 | SaOS-2 split-luciferase Mdm2/MdmX complementation, luminescence | inhibition, % at 8 µM | 330,000 compounds, 3% hits;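 active = inhibition of at least 50% at 8 µM in the primary screen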
Target sequence (O15151 whole entry, looked up): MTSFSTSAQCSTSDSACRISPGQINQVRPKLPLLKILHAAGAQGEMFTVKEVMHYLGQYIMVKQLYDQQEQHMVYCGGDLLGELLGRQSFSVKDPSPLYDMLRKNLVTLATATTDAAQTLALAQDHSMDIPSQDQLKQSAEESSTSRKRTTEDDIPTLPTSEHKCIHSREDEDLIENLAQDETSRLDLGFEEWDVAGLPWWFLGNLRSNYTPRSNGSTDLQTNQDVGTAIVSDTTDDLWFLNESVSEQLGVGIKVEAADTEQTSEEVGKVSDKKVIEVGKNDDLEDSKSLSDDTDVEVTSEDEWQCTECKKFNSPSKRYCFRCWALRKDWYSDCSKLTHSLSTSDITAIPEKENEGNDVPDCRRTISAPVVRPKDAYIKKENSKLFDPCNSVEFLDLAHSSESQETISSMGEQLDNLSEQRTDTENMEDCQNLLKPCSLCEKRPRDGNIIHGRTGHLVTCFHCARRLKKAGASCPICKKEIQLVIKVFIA
Target sequence (Q00987 whole entry, looked up): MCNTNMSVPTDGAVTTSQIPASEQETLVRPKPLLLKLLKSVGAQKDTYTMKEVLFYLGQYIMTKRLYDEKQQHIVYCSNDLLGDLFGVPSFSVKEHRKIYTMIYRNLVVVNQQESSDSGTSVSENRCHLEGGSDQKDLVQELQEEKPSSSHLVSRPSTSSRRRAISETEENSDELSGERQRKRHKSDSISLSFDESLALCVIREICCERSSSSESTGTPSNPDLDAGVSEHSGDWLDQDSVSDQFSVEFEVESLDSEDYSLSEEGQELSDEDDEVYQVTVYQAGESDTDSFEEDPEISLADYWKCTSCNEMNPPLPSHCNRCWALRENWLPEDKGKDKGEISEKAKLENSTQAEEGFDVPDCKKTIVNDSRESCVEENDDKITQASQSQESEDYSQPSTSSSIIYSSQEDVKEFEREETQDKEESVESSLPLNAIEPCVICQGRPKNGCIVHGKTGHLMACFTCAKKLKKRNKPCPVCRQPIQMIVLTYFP
tim23-1 inh: growth inhibitors of tim23-1 mutant yeast | S. cerevisiae tim23-1 growth, BacTiter-Glo luminescence, 24 h | inhibition, % at 20 µM | 330,000 compounds, 1.3% hits;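 active = growth inhibition of the mutant yeast at or above 50%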;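 also: temperature-sensitive mutant grown at 25 °C; plate controls were DMSO-treated mutant yeast for no effect and medium wells lacking yeast for full effect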
CHOP UPR activ: activators of apoptotic arm of unfolded protein response (CHOP) | CHO-CHOP luciferase reporter, UPR activation, luminescence; percent of tunicamycin response over DMSO baseline | activation, % at 10 µM | 330,000 compounds, 0.34% hits | AID 449763;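 active = at 10 µM dose, activation of 40% or more, normalized to positive control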;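 also: 100% = tunicamycin at 10 µg/mL and 0% = DMSO alone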
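Assay system: CHO cells with stable CHOP pathway luciferase reporter; Buffer or medium: F12 plus 10% serum; Times: 16-18 h cell attachment, then 6 h compound exposure, 37 °C; Signal: luciferase luminescence; Read-out basis: percent activation relative to tunicamycin control; Control set: tunicamycin high control, DMSO low control.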
Jurkat NFkB inh: lowers PMA/ionomycin-induced NF-kB signal in Jurkat cells. 330,000 compounds, 0.53% hits. PMA/ionomycin-induced NF-kB luciferase reporter, luminescence. inhibition, % at 4 µM; in the data active = inhibition above about 50%
An asterisk follows results filed as active.

SMILES	APJ ag	XBP1 UPR activ	APJ antagonist	697 NFkB inh	Mdm2 MdmX PPI	tim23-1 inh	CHOP UPR activ	Jurkat NFkB inh
CCSc1nnc(NC(=O)C(Cc2ccccc2)n2cccc2)s1 (stereo not given)	-1	-1	16	-25	-22	18	0.1	-5
Cc1cc(=O)oc2cc(OCC3CC(c4ccccc4Cl)=NO3)ccc12 (stereo not given)	-7	16	-1	-5	64*	19	4.5	80*
CN(C)S(=O)(=O)n1cnc([C@H]2c3c(ncn3Cc3ccccc3)C[C@H]3COC(=O)[C@@H]32)c1	-1	-1	21	11	13	8	3.4	-15
C=CCc1cccc2cc(C(=O)N(CC)CC)c(=O)oc12	-5	1	13	22	18	5	-0.8	-8
Cc1cccc[n+]1CC(=O)N1c2ccccc2Sc2ccccc21	0	-2	7	-3	-3	-32	0.6	9
CNC(=O)c1sc(-c2ccccc2)nc1C	-2	3	6	-7	16	-12	2.7	-7
CC(SCc1ccccc1)C(=O)Nc1ccccc1-c1ccccc1 (stereo not given)	-4	0	4	27	-16	13	1.3	6
CCNC(=S)NNC(=O)CCn1cc(C)cn1	-3	0	-9	7	-20	15	1.9	4
COc1ccc(-c2nc(N)ncc2-c2ccccc2)c(O)c1	-2	3	-13	1	46	39	1.9	10
O=C(NC1CCCCC1)N(C1=NCCCCC1)c1ccc(Br)cc1	-5	-1	15	12	0	14	4.0	2
CC(=O)c1ccccc1NC(=O)COc1ccc(N(C)S(=O)(=O)c2ccc(C)c(C)c2)cc1	-1	-2	5	-38	-9	16	1.5	-8
COc1ccc(CCN(Cc2cccs2)S(=O)(=O)c2ccc(C(=O)O)cc2)cc1OC	-1	1	15	-18	-32	13	0.9	-27
Cc1nc2cc(-c3ccccc3)nn2c(C)c1CCC(=O)NC(C)c1ccc2c(c1)OCCO2 (stereo not given)	0	-1	-5	35*	-2	-1	-1.4	2
NC(=O)C1(c2ccccc2)CCC(=O)N1c1ccccc1 (stereo not given)	-5	-1	9	5	16	13	0.7	9
CCN(CC)CCCNC(=O)c1ccc(C)c(NC(=O)C2=C(C)OCCS2)c1	-2	-2	9	9	-6	2	1.8	6
COc1ccc(CCNC(=O)Cn2cccc2C(=O)c2ccccc2)c(OC)c1	-3	2	-13	3	5	33	0.6	-14
CCc1cccc(C)c1NC(=O)CSc1nc(-c2ccccc2F)nc2nc[nH]c12	-2	0	-5	4	-18	-11	-1.5	-24
Cc1ccc(S(=O)(=O)NCC(=O)NCc2ccncc2)cc1	-1	2	4	0	-5	18	-0.9	0
COc1c(Cl)cccc1-c1cn2ccccc2n1	2	-1	0	-136	-94	55*	4.6	-107
Cc1c(C)n(CCCN(C)C)c2ncnc(Nc3ccccc3)c12	-3	-1	-5	-13	-5	14	0.6	-23

Reformatted: entries from further up.
SMILES | APJ ag | XBP1 UPR activ | APJ antagonist | 697 NFkB inh | Mdm2 MdmX PPI | tim23-1 inh | CHOP UPR activ | Jurkat NFkB inh
COc1ccc(CCN(Cc2cccs2)S(=O)(=O)c2ccc(C(=O)O)cc2)cc1OC | -1 | 1 | 15 | -18 | -32 | 13 | 0.9 | -27
Cc1nc2cc(-c3ccccc3)nn2c(C)c1CCC(=O)NC(C)c1ccc2c(c1)OCCO2 (stereo not given) | 0 | -1 | -5 | 35* | -2 | -1 | -1.4 | 2
NC(=O)C1(c2ccccc2)CCC(=O)N1c1ccccc1 (stereo not given) | -5 | -1 | 9 | 5 | 16 | 13 | 0.7 | 9
CCN(CC)CCCNC(=O)c1ccc(C)c(NC(=O)C2=C(C)OCCS2)c1 | -2 | -2 | 9 | 9 | -6 | 2 | 1.8 | 6
COc1ccc(CCNC(=O)Cn2cccc2C(=O)c2ccccc2)c(OC)c1 | -3 | 2 | -13 | 3 | 5 | 33 | 0.6 | -14
CCc1cccc(C)c1NC(=O)CSc1nc(-c2ccccc2F)nc2nc[nH]c12 | -2 | 0 | -5 | 4 | -18 | -11 | -1.5 | -24

Carrying on.
SMILES	APJ ag	XBP1 UPR activ	APJ antagonist	697 NFkB inh	Mdm2 MdmX PPI	tim23-1 inh	CHOP UPR activ	Jurkat NFkB inh
O=C(CCCn1c(=O)[nH]c2ccsc2c1=O)N1CCCCC1	-1	-2	15	-38	14	1	1.4	-13
CCOc1ccccc1C(=O)NCC(=O)OCC(=O)c1c(N)n(C)c(=O)n(C)c1=O	-2	2	1	16	10	-6	1.5	-11
COc1ccccc1NS(=O)(=O)c1cccc(C(=O)NNC(=O)C(C)NC(=O)c2ccco2)c1 (stereo not given)	-2	1	2	2	-15	-3	0.2	3
COc1ccc(/C=N/NC(=O)C2C(C=C(Cl)Cl)C2(C)C)c(OC)c1 (stereo not given)	-1	-3	-10	5	-17	31	-0.5	-22
CC1CCN(S(=O)(=O)c2ccc(NC(=O)N3c4ccccc4Sc4ccccc43)cc2)CC1	2	-6	-25	3	24	11	-2.5	-5
COc1ccccc1NC(=O)C(C)OC(=O)CCSc1ccc(F)cc1 (stereo not given)	5	1	-29	-18	22	2	0.6	-22
CCC(=O)c1ccc(OCc2ccc(C(=O)OC)o2)c(OC)c1	-4	-2	4	-8	-4	7	0.6	5
CN1CCCN(S(=O)(=O)c2cccc(C(F)(F)F)c2)c2nc3ccccc3nc21	-2	2	-2	0	18	28	-1.4	11
CCC(C)NC(=O)CSc1nc2c(sc(=S)n2Cc2ccco2)c(=O)n1-c1ccccc1 (stereo not given)	-4	-1	18	5	5	14	-2.6	-5
CCOc1ccccc1/C=N/NC(=O)c1cccc(S(=O)(=O)N2CCOCC2)c1	4	0	-1	22	10	17	-1.2	10
COc1ccc(C(=O)NC(=S)NNC(=O)CNC(=O)C2CCCCC2)cc1	-4	-2	32	-5	25	-4	-0.1	-7
Cc1nc2c(sc(=S)n2Cc2ccco2)c(=O)n1CC(=O)Nc1ccc(F)cc1	1	-5	-9	-7	52*	-12	4.1	-1
COc1ccc(CNC(=O)CCn2c(=O)[nH]c3ccccc3c2=O)cc1	-3	-2	18	5	-16	-10	8.4	5
Cc1cccn2c(NC(=O)c3cccs3)c(-c3ccccc3)nc12	0	-4	-7	14	27	39	0.6	2
O=C1CSc2nc3ccccc3n21	-3	-1	14	8	-28	4	-1.9	-2
CC1(C)SC[C@H](C(=O)Nc2cccc(Cl)c2)N1C=O	-2	2	0	6	1	25	1.2	-7
CC(=O)c1ccc(N2CCN(C(=O)CNS(=O)(=O)c3ccc4c(c3)OCCCO4)CC2)c(F)c1	-4	1	8	-16	16	8	-0.8	14
COc1ccc(OCC(O)Cn2c(=N)n(CCN3CCOCC3)c3ccccc32)cc1 (stereo not given)	-2	-1	-2	0	17	7	-2.3	-7
COc1ccc(CNC(=O)c2c(C)cc(=O)oc2C)cc1OC	-1	4	-21	2	12	7	0.4	3
O=C1C2C(c3ccccc3)C=CC(c3ccccc3)C2C(=O)N1c1ccccn1 (stereo not given)	-3	-1	0	17	-8	42	0.5	2
CC(=O)c1ccc(OC(C)c2nc3ccccc3s2)cc1 (stereo not given)	-3	2	24	-56	9	15	3.4	-23
O=C(O)c1cccc(NC(=S)NC(=O)C(c2ccccc2)c2ccccc2)c1	1	-2	24	-13	6	18	0.9	7
O=C(Nc1ccc([N+](=O)[O-])cc1)c1ccccc1	-6	-1	-9	-69	-63	16	6.8	-58
COc1ccc(S(=O)(=O)N2CCCCC2)cc1NC(=O)C1CCCC1	-4	-1	5	17	7	18	1.6	14
CC(C)CN1CCC(=O)N([C@H](CSc2ccc(Br)cc2)Cc2ccccc2)CC1	-5	-1	-4	10	-20	40	0.4	4
CCOc1ccc(N2CC(C(=O)OC)CC2=O)cc1 (stereo not given)	3	3	-20	11	-4	2	15	10
Fc1ccc(C(c2nnnn2C2CCCC2)N2CCN(Cc3ccncc3)CC2)cc1 (stereo not given)	-3	-2	17	8	32	12	-0.8	3
CN(C)c1cccc(N=C2C=C(N3CCOCC3)CC(C)(C)C2)c1	-1	3	13	-24	2	-5	-1.6	-10
CC(=O)Nc1ccc(S(=O)(=O)N[C@@H](C)C(=O)Nc2ccc(N3CCOCC3)cc2)cc1	0	-1	9	21	-11	-6	-0.1	6
CN(C)CCCOc1cccc(Oc2ccccc2)c1	-3	-1	3	2	12	4	1.0	-4
O=S(=O)(N/N=C/c1ccc2c(c1)OCO2)c1ccc(Br)cc1	-7	-2	18	0	-3	37	2.5	-1
O=C(Nc1ccn(Cc2ccc(F)cc2)n1)c1ccncc1	-2	-1	-17	-9	16	2	0.6	8
Cc1ccc(N(CC(=O)NC2CCCCC2)C(=O)CNC(=O)c2cccs2)cc1	-1	-1	15	9	27	1	0.6	9
Cc1cc(C)c(S(=O)(=O)NCCn2c(C)cc3ccccc32)c(C)c1	8	-4	4	-17	-8	44	-0.1	7
COc1ccc(NC(C)=O)cc1S(=O)(=O)NC1CCSc2ccccc21 (stereo not given)	0	0	8	16	10	10	2.6	3
O=C(COC(=O)Cc1cccc(C(F)(F)F)c1)Nc1cccc2ccccc12	-4	-2	-8	13	-14	0	-1.7	10
Cc1cccc(NC(=O)c2cccc(C(=O)Nc3cccc(C)c3C)n2)c1C	-2	-6	12	24	39	9	0.5	16
Cc1ccc(O)c(N=Nc2ccc(S(=O)(=O)N3CCCC3)cc2)c1	-2	4	8	-62	-34	15	6.7	-37
O=C(N/N=C/c1cccc([N+](=O)[O-])c1)C(=O)N1CCCCCC1	-7	-1	13	28	-3	11	-3.5	15
CC(C)c1ccc(N(CC(=O)N2CCOCC2)S(C)(=O)=O)cc1	-3	-1	4	1	-6	4	0.0	8
CC(C)OC(=O)C(C#N)c1nc2ccccc2nc1N1CCCC1 (stereo not given)	-2	-1	19	-12	14	44	1.0	9
COC(=O)c1ccc2nc(C)cc(Nc3ccccc3C)c2c1	-2	-1	10	-16	11	11	-0.1	13
Cc1ccc(C(c2sc3ncnn3c2O)N2CCC(C)CC2)cc1 (stereo not given)	-2	-6	8	3	14	7	0.2	1
COc1ccc(-c2cc(C(F)(F)F)nc(S(=O)(=O)CCC(=O)N3CCOCC3)n2)cc1	-3	-2	32	17	45	17	0.9	6
CC(=O)Nc1ccc(S(=O)(=O)N2CCN(C(=O)c3ncoc3-c3ccccc3F)CC2)cc1	-3	-2	2	-6	16	-2	1.4	-3
COc1ccc(N2CCN(C(=O)c3cc(=O)c4ccc(C)cc4o3)CC2)cc1	-2	-1	10	-29	-37	22	1.1	-47
Cc1cc(NC(=O)CCC(=O)N(CC(=O)NC2CCCC2)c2ccc(F)c(Cl)c2)no1	-3	-2	-4	13	-7	0	1.1	3
CC1CC1C(=O)OCC(=O)NCc1ccc(Cl)cc1 (stereo not given)	-2	0	-12	-5	0	8	-3.3	-9
Cc1ccc(C)c(NC(=O)CSc2nccn2Cc2ccco2)c1	5	-2	-4	-19	-9	19	4.1	-26
COc1ccc(/C=C/C(=O)OC(C)C(=O)c2ccccc2)cc1OC (stereo not given)	2	-2	16	5	27	-20	3.5	9
Continued:
SMILES	APJ ag	XBP1 UPR activ	APJ antagonist	697 NFkB inh	Mdm2 MdmX PPI	tim23-1 inh	CHOP UPR activ	Jurkat NFkB inh
COc1cccc(CNC(=O)c2ccc3nc[nH]c3c2)c1	-3	0	11	5	-10	-1	-0.9	-21
Cc1ccccc1N1CC(O)(c2cccs2)[N+]2=C1CCCC2 (stereo not given)	-2	-4	3	19	13	-4	0.4	-11
Cc1cccc(N2CCN(C(=O)c3ccc4c(c3)c(C)c(C)n4C)CC2C)c1 (stereo not given)	-1	-7	-3	-5	16	35	-1.9	-11
CC(C)N1CCN(Cc2cccc3nonc23)CC1CCO (stereo not given)	-1	-1	5	25	37	14	-0.4	-6
COc1ccccc1-c1nnc(NC(=O)C2=COCCO2)o1	-4	-6	6	0	14	1	-0.4	5

Rows were taken by chance; about 5% have a hit in one of these screens.
